# rCAG RNA binder = binders of r(CAG) RNA repeats, primary screen, biochemical, fluorescence; r(CAG) RNA repeat, TO-PRO-1 dye displacement fluorescence; inhibition, % at 3 µM; 1.3% of 370,000 active; AID 651821, 2012;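 active = inhibition above the plate cutoff, the mean of all test compounds on that plate plus 3 SD, cut at about 35% in these data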;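 note: 0% = DMSO alone and 100% = 100 µM mitoxantrone as full dye displacement; higher means more dye released from RNA so lower well fluorescence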
# LEDGF integ inh = blockers of LEDGF/p75-dependent integrase strand transfer – biochemical, TR-FRET, high throughput, primary screen. HIV-1 integrase (with human LEDGF/p75). TR-FRET IN-LEDGF/p75 DNA integration, Eu/Cy5. inhibition, % at 3.7 µM. 0.64% of 370,000 active;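 active = inhibition above the screen-wide mean plus 3 SD, cut at about 13% in these data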;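 note: signal is the Cy5 over europium emission ratio at 671 and 618 nm; 0% = plate median of compound wells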
# HTRA1 inhibitor = HTRA1 serine protease inhibitors, primary screen, biochemical, fluorescence polarization, HTS; 0.5% of 340,000 active; inhibition, % at 5.96 µM; AID 504803, 2011; recombinant HTRA1, FP-rhodamine activity-based probe; in the data active = inhibition above about 36%;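 note: 0% = enzyme with DMSO and 100% = wells lacking enzyme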
# SIAE primary = human SIAE inhibitors, primary screen, biochemical, fluorescence polarization, FP-Rh probe, 1536-well HTS | Sialate O-acetylesterase (Homo sapiens), Q9HAT2 | inhibition, % at 9.66 µM | SIAE FP-Rh probe binding | 0.69% of 370,000 active;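 active = inhibition above a cutoff: mean of compounds within the control limits plus 3 SD of those, cut at about 17% in these data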;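 note: 0% = plate median of compound wells and 100% = probe without SIAE protein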
# TCR CD3 inh = inhibitors of human TCR-CD3 interaction, primary screen, biochemical, fluorescence, TAMRA-labeled TCR probe; 0.37% of 360,000 active; inhibition, % at 9.4 µM; T-cell receptor (TCR); in the data active = inhibition above about 19%;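 note: recombinant mutant TCR 2C K166C tagged with TAMRA read by polarization; 0% = receptor in buffer alone and 100% = receptor with positive control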
# MBD2 DNA inh = inhibitors of MBD2 binding to methylated DNA, primary screen, biochemical, TR-FRET, DNA-binding domain, human | 0.31% of 370,000 active | Methyl-CpG-binding domain protein 2 (Homo sapiens), Q9UBB5 | inhibition, % at 4.4 µM | MBD2 binding to methylated oligonucleotide; in the data active = inhibition above about 13%
# Target sequence (Q9UBB5 whole entry, looked up, the tested form may be a part): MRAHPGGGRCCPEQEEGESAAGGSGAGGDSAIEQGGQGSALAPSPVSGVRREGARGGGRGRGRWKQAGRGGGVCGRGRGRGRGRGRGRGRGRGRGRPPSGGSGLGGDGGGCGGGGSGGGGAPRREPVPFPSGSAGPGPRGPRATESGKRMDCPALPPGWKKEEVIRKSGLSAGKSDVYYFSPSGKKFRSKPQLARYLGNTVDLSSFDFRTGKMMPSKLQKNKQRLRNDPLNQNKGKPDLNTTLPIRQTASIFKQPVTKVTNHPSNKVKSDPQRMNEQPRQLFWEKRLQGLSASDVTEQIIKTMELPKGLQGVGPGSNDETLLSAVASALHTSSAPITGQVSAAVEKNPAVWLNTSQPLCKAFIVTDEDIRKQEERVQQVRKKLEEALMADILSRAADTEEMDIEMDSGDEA
# PRMT1 FP inh = PRMT1 methyltransferase inhibitors, primary screen, biochemical, fluorescence polarization | 1.3% of 370,000 active | Protein arginine N-methyltransferase 1 (Homo sapiens), Q99873 | inhibition, % at 2.79 µM | recombinant PRMT1, activity-based probe fluorescence polarization;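 active = inhibition above about 21% made by adding two undisclosed values, limit read from the data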
# NPR2 activator = human GC-B receptor activators, primary screen, HEK293 GC-B cells, cGMP TR-FRET, EC30 CNP. Atrial natriuretic peptide receptor 2 (Homo sapiens), P20594. 0% at EC30 CNP, 100% saturating CNP. activation, % at 10 µM. 0.11% of 370,000 active. AID 1920062, 2024;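 active = activation at 10 µM reaching about 35% in either raw or pattern-adjusted values, limit read from the data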
# mABHD4 FP = ABHD4 inhibitors, primary screen, biochemical, fluorescence polarization, mouse | purified mABHD4, FP-Rh probe fluorescence polarization | inhibition, % at 8.92 µM | 0.54% of 370,000 active;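 active = inhibition exceeding the mean over every tested compound plus 3 SD, cut at about 30% in these data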;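 note: 0% = plate median of compound wells and 100% = S159A mutant with DMSO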
# Target sequence (Q8VD66 whole entry, looked up): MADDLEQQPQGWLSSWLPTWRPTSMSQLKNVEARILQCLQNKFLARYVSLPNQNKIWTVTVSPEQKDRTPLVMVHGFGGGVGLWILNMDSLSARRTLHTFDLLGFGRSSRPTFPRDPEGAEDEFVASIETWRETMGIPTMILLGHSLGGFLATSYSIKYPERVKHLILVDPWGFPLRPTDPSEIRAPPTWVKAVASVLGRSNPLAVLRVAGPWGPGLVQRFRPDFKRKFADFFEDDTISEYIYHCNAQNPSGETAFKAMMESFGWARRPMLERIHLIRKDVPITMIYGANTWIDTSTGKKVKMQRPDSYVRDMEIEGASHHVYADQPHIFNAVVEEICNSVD
#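 Material: mouse ABHD4 enzyme, wild type; Benchmarks: S159A mutant high control, sample median low control; Buffer or medium: HEPES pH 7.0, NaCl, Pluronic buffer; Signal: fluorescence polarization; Read-out: percent inhibition of probe binding, normalized to plate controls; Timing: pre-incubation 45 min, probe exposure 60 min, at 25 °C; Dosing: 8.92 µM, single dose.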
# TDP2 absorb = human TDP2 enzyme inhibitors, primary screen, biochemical, epi absorbance, recombinant enzyme | T5PNP hydrolysis, p-nitrophenol absorbance 415 nm | Tyrosyl-DNA phosphodiesterase 2 (Homo sapiens), O95551 | inhibition, % at 12.8 µM | 0.34% of 370,000 active;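 active = inhibition above the mean of all tested compounds plus 3 SD, set per campaign, cut at about 25% in these data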;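 note: 0% = DMSO with enzyme and 100% = buffer with substrate but no TDP2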
# Target sequence (O95551 whole entry, looked up): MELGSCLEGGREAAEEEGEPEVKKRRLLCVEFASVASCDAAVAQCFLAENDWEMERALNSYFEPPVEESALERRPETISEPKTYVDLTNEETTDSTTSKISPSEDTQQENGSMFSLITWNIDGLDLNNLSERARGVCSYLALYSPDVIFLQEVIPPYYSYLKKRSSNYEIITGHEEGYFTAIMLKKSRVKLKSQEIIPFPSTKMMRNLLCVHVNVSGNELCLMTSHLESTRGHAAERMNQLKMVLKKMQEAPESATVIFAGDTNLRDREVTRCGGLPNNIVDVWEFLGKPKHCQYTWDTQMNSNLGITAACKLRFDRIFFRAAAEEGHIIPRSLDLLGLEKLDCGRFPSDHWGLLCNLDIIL
#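 Test system: Human TDP2 enzyme | Reagent: 5 mM T5PNP | Compound dosing: 12.8 µM single point, 1% DMSO | Incubation: Enzyme reaction with compound for 2 h at 37 °C | Technique: p-Nitrophenol epi absorbance | Read-out: % inhibition relative to enzyme-containing and enzyme-free wells | Benchmarks: High control without enzyme, low control DMSO plus TDP2 | Replicates: Singlicate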
# Active calls of the source: *; . = no result given. Some of the compounds tested (hit frequency here may not be typical).
SMILES,rCAG RNA binder,LEDGF integ inh,HTRA1 inhibitor,SIAE primary,TCR CD3 inh,MBD2 DNA inh,PRMT1 FP inh,NPR2 activator,mABHD4 FP,TDP2 absorb
CCN(CC(=O)Nc1ccc(OC)cc1)C(=O)CN1C(=O)NC(C)(c2ccc3ccccc3c2)C1=O (centres undefined),1,-6,-15,0,-2,3,-1,-1,-3,-12
Cc1cccc(NC(=S)N/N=C/c2ccc([N+](=O)[O-])s2)c1,36*,4,60*,10,-9,-10,1,-8,-3,-9
O=C(NCc1ccncc1)c1ccc(-c2ccc(F)c(F)c2)c2ccoc12,1,4,.,-5,-3,-8,0,5,-25,-9
CC(=O)c1cccc(NC(=S)Nc2ccn(Cc3cccc4ccccc34)n2)c1,10,1,-77,-23,0,1,0,-2,-17,13
Cc1ccc(S(=O)(=O)NC(=O)Nc2cc(C)no2)cc1,-2,4,11,-4,-2,-4,-7,2,-4,3
C=CCn1c(SCC(=O)N(CC)C2CCS(=O)(=O)C2)nc2scc(-c3ccccc3)c2c1=O (centres undefined),6,0,29,-5,-5,-1,2,-9,-4,7
Clc1ccc(OCc2nc(-c3ccccn3)n[nH]2)cc1,7,-3,15,2,-6,-2,1,1,0,-13
CCc1nc2c(OCc3ccccc3)cccn2c1N(C)C(C)=O,0,-1,.,-3,2,5,1,0,-2,-4
Oc1c(Br)cccc1/C=N/Nc1c(F)c(F)c(F)c(F)c1F,4,-3,-7,12,-3,4,4,-1,10,9
COc1ncnc2c1oc1nc(CC(C)C)c3c(c12)CC(C)(C)OC3,3,-1,-2,1,-3,0,1,3,4,1
C/C(=N\NC(=O)CC1N=C(Cc2ccccc2)NNC1=O)c1ccccc1 (centres undefined),-1,-1,1,1,4,4,-1,-1,2,15
CCOC(=O)CSc1nc2ccc(N)cc2s1,4,0,2,1,2,0,0,-12,-7,5
O=S(=O)(c1ccccc1)c1nc(-c2ccccc2)oc1N1CCCCC1,3,-1,-2,0,-2,-1,6,-1,9,12
COc1ccc(CN2CCN(c3ncnc4scc(-c5ccc(F)cc5)c34)CC2)cc1,-10,-1,-26,1,9,2,-4,-3,-6,8
CCN1CCN(c2oc(COc3ccc(-c4ccccc4)cc3)nc2C#N)CC1,1,0,-26,-1,-7,3,1,2,-2,1
Cc1ccc(NC(=O)c2cc(N3CCOCC3)nc3ccccc23)cc1,-1,2,-8,0,6,-5,-4,-3,-2,0
O=C(c1ccccc1)c1ccc2nc(N3CCCCC3)c3nncn3c2c1,6,-2,-21,-3,6,0,1,7,-9,2
CCN1CCN(CCCNC(=O)c2csc3c2CCCCC3)CC1,-5,-2,0,3,5,-2,-1,3,4,0
O=C(CN1C(=O)NC2(CCCc3ccccc32)C1=O)N1CCN(C(=O)c2ccco2)CC1 (centres undefined),-2,2,-2,2,-3,4,0,-1,-4,1
CCN(CC)C(=O)c1cccc(-c2csc(C(C)(O)c3ccncc3)n2)c1 (centres undefined),1,-2,.,2,-1,-3,-3,3,3,8
COc1cc2cc(C(=O)N3CCOCC3)cc(-c3ccc(C)cc3)c2cc1OC,-4,0,-24,-5,-1,3,-7,-7,0,7
Fc1cc(F)c2nc(Nc3nc4c(F)cccc4s3)sc2c1,17,3,-6,1,5,-5,-2,-1,8,-6
CC(=O)N/C(=C\c1ccc(F)cc1)C(=O)OCc1ccccc1,-2,10,3,-4,-4,8,2,-2,-9,-10
CCc1nnc(NC(=O)CSc2nnnn2-c2cccc(C(C)=O)c2)s1,-1,-1,-2,4,-4,3,4,1,0,3
COc1cccc(C(=O)N2CCC[C@H]2C(=O)N2CCC[C@H]2C(=O)N[C@@H](C)c2ccccc2)c1,0,0,.,2,-7,2,1,3,4,8

# Single values from the results shown.
# HTRA1 inhibitor with COc1cc2cc(C(=O)N3CCOCC3)cc(-c3ccc(C)cc3)c2cc1OC is entered as -24
# LEDGF integ inh with Cc1cccc(NC(=S)N/N=C/c2ccc([N+](=O)[O-])s2)c1 is entered as 4
# TDP2 absorb with O=S(=O)(c1ccccc1)c1nc(-c2ccccc2)oc1N1CCCCC1 is entered as 12

# Quoted at random: two compounds from above, in no set order.
SMILES,rCAG RNA binder,LEDGF integ inh,HTRA1 inhibitor,SIAE primary,TCR CD3 inh,MBD2 DNA inh,PRMT1 FP inh,NPR2 activator,mABHD4 FP,TDP2 absorb
C/C(=N\NC(=O)CC1N=C(Cc2ccccc2)NNC1=O)c1ccccc1 (centres undefined),-1,-1,1,1,4,4,-1,-1,2,15
O=S(=O)(c1ccccc1)c1nc(-c2ccccc2)oc1N1CCCCC1,3,-1,-2,0,-2,-1,6,-1,9,12

# Continued:
SMILES,rCAG RNA binder,LEDGF integ inh,HTRA1 inhibitor,SIAE primary,TCR CD3 inh,MBD2 DNA inh,PRMT1 FP inh,NPR2 activator,mABHD4 FP,TDP2 absorb
O=c1[nH]c(=S)[nH]c2c1C(c1ccc(Br)cc1)c1c([nH]c(=S)[nH]c1=O)O2,87*,83*,-44,-145,22*,105*,45*,-3,-32,53*
CC(=O)c1ccc(N2CC(C)(C)C2=O)cc1,3,-1,-8,4,4,1,0,1,1,1
O=C(Nc1ccccc1)C1CC2CCCC(C1)C2=O (centres undefined),-3,3,1,-1,-9,-1,1,-4,-9,-9
O=C(O)c1cc(S(=O)(=O)NCC2CCCO2)ccc1Cl (centres undefined),-2,1,7,-17,0,-2,0,4,0,5
Cn1c(CSc2ncccn2)nnc1SCC(=O)N1CCCC1,-1,-2,2,0,-2,3,-1,1,4,9
CC1CCc2sc(C(=O)Nc3ccc(N4CCOCC4)cc3)cc2C1 (centres undefined),2,-2,7,10,3,-1,3,-2,11,-2
CCOc1ccccc1CNC(=O)CCCc1cn(C)c2ccccc12,0,6,-3,1,4,0,-2,-7,-6,0
OCC[C@@H]1C[C@@H](O)[C@H](O)[C@]2(OCc3ccccc32)O1,2,2,0,2,4,-2,-2,7,4,-8
Cc1ccc(N=Nc2c(C)[nH]n(C(N)=S)c2=O)cc1,1,-1,2,2,5,-7,-2,8,2,5
CCCc1cc(=O)n2nc(N3CCC(C(=O)NCc4ccc(C)o4)CC3)sc2n1,-4,0,6,14,3,2,-1,-9,2,5
O=C(CSc1nncn1-c1ccccc1)Nc1ccc(N2CCOCC2)cc1,-3,-1,4,-4,1,-2,-2,1,-2,-16
CC1(C)CC(NC2C3CC4CC(C3)CC2C4)CC(C)(C)N1 (centres undefined),2,1,5,-2,0,3,-1,1,6,0
COC(=O)C1=C(C)N(C)C(=S)N(C)C1c1ccc(OC)cc1 (centres undefined),-6,-8,3,1,-8,3,1,-2,-4,-6
CCN(Cc1ccccc1)c1ccccc1,0,2,0,3,3,-4,1,-10,2,6
COc1ccc(CCN2CC(C(=O)OCC(=O)NC(Cc3ccccc3)C(C)=O)CC2=O)cc1OC (centres undefined),4,-1,-5,-1,5,-3,-3,-3,2,0
CC1Sc2ccc(C(=O)NCc3ccccn3)cc2NC1=O (centres undefined),2,2,3,10,-2,7,34*,3,-11,-4
O=C(OCC(=O)c1ccc[nH]1)c1ccccc1,5,5,11,5,-6,-2,-11,1,-6,-19
c1ccc(-c2nc(-c3ccncc3)no2)cc1,1,-1,4,-4,9,2,3,0,1,-11
c1ccc2c(c1)CCc1c(-c3ccncc3)n[nH]c1-2,1,1,-8,7,-3,1,0,0,0,9
O=C1CSC2=NCN(c3ccccc3)CN12,-3,-2,5,4,0,3,0,2,1,-1
COc1ccc(-n2c(SCC(N)=O)nc3sc4c(c3c2=O)CCC4)cc1,1,1,-1,-4,8,-1,-3,-4,3,2
COc1cc(CN2CCCC(C(=O)Nc3cccc(-n4cccn4)c3)C2)ccc1F (centres undefined),-4,3,-6,-1,2,-2,-4,-7,-2,14
COC(=O)c1ccc(OCC2c3cc(OC)c(OC)cc3CCN2C(=O)C2CC2)cc1 (centres undefined),-8,1,-2,-5,7,-2,1,8,1,4
O=C(C[C@H]1CC[C@@H](NC(=O)Nc2ccc3c(c2)OCO3)[C@@H](CO)O1)NCc1ccccc1,1,2,.,3,3,-1,1,10,0,3
CC(=O)N(CCCN(C)C)c1nc2ccc(C)cc2s1,-4,-3,7,-4,-4,2,2,5,3,-2

# Among those listed so far, 9 contain a halogen:
SMILES,rCAG RNA binder,LEDGF integ inh,HTRA1 inhibitor,SIAE primary,TCR CD3 inh,MBD2 DNA inh,PRMT1 FP inh,NPR2 activator,mABHD4 FP,TDP2 absorb
O=C(NCc1ccncc1)c1ccc(-c2ccc(F)c(F)c2)c2ccoc12,1,4,.,-5,-3,-8,0,5,-25,-9
Clc1ccc(OCc2nc(-c3ccccn3)n[nH]2)cc1,7,-3,15,2,-6,-2,1,1,0,-13
Oc1c(Br)cccc1/C=N/Nc1c(F)c(F)c(F)c(F)c1F,4,-3,-7,12,-3,4,4,-1,10,9
COc1ccc(CN2CCN(c3ncnc4scc(-c5ccc(F)cc5)c34)CC2)cc1,-10,-1,-26,1,9,2,-4,-3,-6,8
Fc1cc(F)c2nc(Nc3nc4c(F)cccc4s3)sc2c1,17,3,-6,1,5,-5,-2,-1,8,-6
CC(=O)N/C(=C\c1ccc(F)cc1)C(=O)OCc1ccccc1,-2,10,3,-4,-4,8,2,-2,-9,-10
O=c1[nH]c(=S)[nH]c2c1C(c1ccc(Br)cc1)c1c([nH]c(=S)[nH]c1=O)O2,87*,83*,-44,-145,22*,105*,45*,-3,-32,53*
O=C(O)c1cc(S(=O)(=O)NCC2CCCO2)ccc1Cl (centres undefined),-2,1,7,-17,0,-2,0,4,0,5
COc1cc(CN2CCCC(C(=O)Nc3cccc(-n4cccn4)c3)C2)ccc1F (centres undefined),-4,3,-6,-1,2,-2,-4,-7,-2,14

# Following part.
SMILES,rCAG RNA binder,LEDGF integ inh,HTRA1 inhibitor,SIAE primary,TCR CD3 inh,MBD2 DNA inh,PRMT1 FP inh,NPR2 activator,mABHD4 FP,TDP2 absorb
CN(C1CCCCC1)S(=O)(=O)c1ccc(NC(=O)c2ccc(Br)o2)cc1,0,0,-61,-31,4,4,-3,4,-39,-4
Cc1[nH]c2ccccc2c1CC(=O)Nc1ccc(Oc2cccnc2)cc1,5,-2,.,15,2,0,2,-3,8,1
COc1ccc2c(c1)OC[C@H]1[C@@H]2N2C(=O)CNC(=O)[C@@]2(C)[C@H]1c1ccccc1,-4,0,9,-2,0,-1,-1,4,2,8
COCCNC(=O)C1(C)CCN(C(=O)c2cccnc2Oc2ccccc2)C1 (centres undefined),0,0,.,4,-8,-1,-1,0,4,-1
O=C(/C=C/c1ccc2c(c1)OCO2)NCc1cn2cc(Cl)ccc2n1,2,-1,-2,-1,-3,-5,1,-1,11,-3
COc1ccc(CN(C)Cc2nc3scc(-c4ccccc4)c3c(=O)[nH]2)cc1OC,0,7,-3,5,1,1,0,2,-9,-11
